# Source: PubChem
# NFkB binder: NF-kappa-B p105 (human) binding; P19838; Small molecule microarray, anti-His fluorescence binding; calls only; 17,000 tested, 1.3% active; AID 624139;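 active means spot fluorescence over background significantly raised, with a chance value under 7% in all four replicate spots of the compound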;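 further: probe protein is his-tagged human p50 processed subunit at 1 µg/ml; raw spot fluorescence signals with no normalization applied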
# Target sequence (P19838 1-433 limits assumed): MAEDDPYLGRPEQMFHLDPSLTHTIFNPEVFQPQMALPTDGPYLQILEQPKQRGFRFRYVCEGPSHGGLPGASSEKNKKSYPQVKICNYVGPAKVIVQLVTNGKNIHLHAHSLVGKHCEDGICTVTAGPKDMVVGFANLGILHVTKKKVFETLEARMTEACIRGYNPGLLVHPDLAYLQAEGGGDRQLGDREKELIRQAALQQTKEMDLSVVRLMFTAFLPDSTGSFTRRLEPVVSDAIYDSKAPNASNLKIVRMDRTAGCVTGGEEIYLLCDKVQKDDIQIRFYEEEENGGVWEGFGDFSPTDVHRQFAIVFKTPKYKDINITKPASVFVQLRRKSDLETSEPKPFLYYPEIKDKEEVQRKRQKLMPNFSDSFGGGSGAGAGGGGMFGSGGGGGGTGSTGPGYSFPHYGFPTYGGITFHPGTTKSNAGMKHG
# Calls only; i = inactive. This is a subset, so the mix of outcomes need not match the whole.
canonical_smiles,NFkB binder
C[C@@H]1CN([C@H](C)CO)C(=O)c2cc(NS(=O)(=O)c3ccc(Cl)cc3)ccc2O[C@@H]1CN(C)C(=O)NC1CCCCC1,i
COc1ccc(-c2cnc3c(c2)C(=O)N([C@H](C)CO)C[C@H](C)[C@H](CN(C)Cc2ccncc2)O3)cc1,i
C[C@H](CO)N1C[C@H](C)[C@H](CN(C)Cc2ccc(C(=O)O)cc2)OCCCC[C@H](C)Oc2ccc(NC(=O)CCCN(C)C)cc2C1=O,i
COc1cc(C(=O)NCc2cccnc2)c([N+](=O)[O-])cc1OC,i
C[C@H](CO)N1C[C@H](C)[C@H](CN(C)S(=O)(=O)c2cccs2)Oc2ccc(NC(=O)Cn3cnnn3)cc2C1=O,i
C[C@H]1CCCCO[C@@H](CN(C)Cc2ccc(C(=O)O)cc2)[C@@H](C)CN([C@@H](C)CO)C(=O)c2cc(NC(=O)c3ccncc3)ccc2O1,i
CC(C)NC(=O)Nc1ccc2c(c1)C(=O)N([C@@H](C)CO)C[C@H](C)[C@@H](CN(C)Cc1ccc(C(=O)O)cc1)OCCCC[C@H](C)O2,i
C[C@@H]1CN([C@H](C)CO)C(=O)c2cccc(NC(=O)c3cnccn3)c2O[C@H]1CN(C)C(=O)Nc1ccc(F)cc1,i
C[C@H](CO)N1C[C@H](C)[C@H](CN(C)C(=O)NC2CCCC2)OCc2cn(nn2)CCCC1=O,i
C[C@H](CO)N1C[C@H](C)[C@H](CN(C)C(=O)c2ccccc2)OCCCC[C@H](C)Oc2ccc(NS(C)(=O)=O)cc2C1=O,i
C[C@@H]1CN([C@H](C)CO)C(=O)c2cccc(NS(=O)(=O)c3cn(C)cn3)c2O[C@H]1CN(C)Cc1ccc2c(c1)OCO2,i
C[C@@H]1CN([C@H](C)CO)C(=O)c2cccc(NC(=O)Nc3cccc4ccccc34)c2O[C@@H]1CN(C)C(=O)Nc1ccc(C(F)(F)F)cc1,i
Cc1cc(C(=O)NCCCn2ccnc2)cs1,i
C[C@@H]1CN([C@@H](C)CO)C(=O)c2cccc(NS(=O)(=O)c3ccc(Cl)cc3)c2O[C@@H]1CN(C)S(=O)(=O)c1cccs1,i
O=C(Nc1cccc2ccccc12)C1CCCN1S(=O)(=O)c1ccccc1 (configuration not stated),i
C[C@@H]1CN([C@H](C)CO)C(=O)Cc2cc(NS(=O)(=O)c3ccc(Cl)cc3)ccc2O[C@H]1CN(C)Cc1ccc2c(c1)OCO2,i
NS(=O)(=O)c1ccc(CCNC(=O)c2cc(-c3cccs3)nc3ccccc23)cc1,i
C[C@H]1CN([C@@H](C)CO)C(=O)c2cccc(NS(=O)(=O)c3ccc(Cl)cc3)c2O[C@H]1CN(C)S(=O)(=O)c1cn(C)cn1,i
CCC(C)C1NC(=O)c2c1n(C)c1ccccc1c2=O (configuration not stated),i
CCC(=O)Nc1ccc(S(=O)(=O)Nc2nccc(/C=C/c3ccccc3Cl)n2)cc1,i
C#CCN1[C@H](/C=C/C2CC2)[C@H](Cc2ccccc2)OC(=O)[C@@H]1[C@@H]1N[C@@H](C(=O)OC)C(C)(C)S1,i
C[C@@H]1CN([C@@H](C)CO)C(=O)c2cccc(NC(=O)c3ccc(-c4nccs4)cc3)c2O[C@H]1CN(C)S(=O)(=O)c1cn(C)cn1,i
Cn1c(SCC(=O)Nc2ccc(Br)cc2)nnc1-c1ccccn1,i
CCOC(=O)c1c(-c2ccc(C)o2)csc1NC(=O)CN1C(=O)c2ccccc2C1=O,i
C[C@@H]1CN([C@@H](C)CO)C(=O)c2cc(N(C)C)ccc2O[C@H]1CN(C)Cc1ccc2c(c1)OCO2,i
C[C@H]1CN([C@@H](C)CO)C(=O)c2cccc(NC(=O)c3ccncc3)c2O[C@@H]1CN(C)S(=O)(=O)c1ccc(F)cc1,i
C[C@@H]1CN([C@H](C)CO)C(=O)c2cccc(NC(=O)NC3CCCCC3)c2O[C@@H]1CN(C)C(=O)NC1CCCCC1,i
COc1ccc(OCC(=O)Nc2ccc3c(c2)C(=O)NC3=O)cc1,i
C=CCNC(=O)[C@@H]1[C@H]2C(=O)O[C@H](c3ccccc3)[C@H](c3ccccc3)N2[C@H](c2ccc(OCCO)cc2)[C@@]12C(=O)Nc1ccc(C#CC3(O)CCCCCC3)cc12,i
Cc1cc(C)nc(SCC(=O)c2cc3ccccc3oc2=O)n1,i
C[C@@H]1CN([C@@H](C)CO)C(=O)c2cc(NC(=O)Cc3ccccc3)ccc2O[C@H]1CN(C)C,i
CCOC(=O)OC(C)OC(=O)[C@@H]1N2C(=O)[C@@H](NC(=O)[C@H](N)c3ccccc3)[C@H]2SC1(C)C (some centres not stated),i
C[C@@H]1CN([C@@H](C)CO)C(=O)c2cc(NC(=O)Nc3ccc(F)cc3)ccc2O[C@H]1CN(C)C(=O)NC1CCCCC1,i
C[C@H]1CN([C@@H](C)CO)C(=O)CCCn2nncc2CO[C@@H]1CN(C)Cc1ccccc1,i
C[C@@H]1CN([C@@H](C)CO)C(=O)Cc2cc(NS(=O)(=O)c3cn(C)cn3)ccc2O[C@@H]1CN(C)Cc1ccc(C(F)(F)F)cc1,i
O=C(O)c1ccc(-c2ccc3cc(C45CC6CC(CC(C6)C4)C5)c(O)cc3c2)cc1,i
CN(Cc1ccccc1)C(=O)[C@H](Cc1ccc2ccccc2c1)NC(=O)[C@@H]1C[C@@H](O)CN1C(=O)c1cn(C)c2ccccc12,i
CC(C)(O)CC[C@@H](O)[C@](C)(O)[C@H]1CC[C@@]2(O)C3=CC(=O)[C@@H]4C[C@@H](O)[C@@H](O)C[C@]4(C)C3CC[C@]12C (some centres not stated),i
Cc1noc(C)c1NC(=O)Nc1ccc2c(c1)C(=O)N([C@@H](C)CO)C[C@@H](C)[C@H](CN(C)C(=O)CCCN(C)C)OCCCC[C@@H](C)O2,i
CC(C)NC(=O)N(C)C[C@@H]1OCCCC[C@@H](C)Oc2ccc(NC(=O)Nc3ccc(F)cc3)cc2C(=O)N([C@H](C)CO)C[C@@H]1C,i
CCCN(C)C[C@@H]1Oc2ncc(-c3cc4ccccc4o3)cc2C(=O)N([C@H](C)CO)C[C@@H]1C,i
C[C@@H]1CN([C@H](C)CO)C(=O)c2cc(N(C)C)ccc2O[C@H]1CN(C)Cc1ccncc1,i
C[C@H]1CCCCO[C@@H](CN(C)C(=O)c2ccccc2)[C@@H](C)CN([C@@H](C)CO)C(=O)c2cc(NS(C)(=O)=O)ccc2O1,i
CCO[C@@H]1OC(C(=O)Nc2ccccc2)=C[C@H](C)[C@H]1CCCO,i
C[C@H](CO)N1C[C@H](C)[C@H](CN(C)C)Oc2ncc(-c3ccc(F)cc3)cc2C1=O,i
Cn1c(CN2CCOCC2)nnc1SCC(=O)N1CCc2ccccc21,i
CCn1c(SCC(=O)Nc2ccc(F)cc2F)nnc1-c1ccco1,i
C[C@H]1CN([C@@H](C)CO)C(=O)c2cc(NC(=O)Nc3ccc4c(c3)OCO4)ccc2O[C@@H]1CN(C)C(=O)Nc1ccc2c(c1)OCO2,i
C[C@H](CO)N1C[C@H](C)[C@@H](CN(C)S(=O)(=O)c2cccs2)Oc2ccc(NC(=O)C3CC3)cc2CC1=O,i
CNC[C@@H]1Oc2ccc(NC(=O)Cc3cn(C)c4ccccc34)cc2CC(=O)N([C@@H](C)CO)C[C@H]1C,i

# More structures follow.
canonical_smiles,NFkB binder
O=C(OC(C(=O)NCc1ccccc1)c1cccs1)c1ccccc1 (configuration not stated),i
COc1ccc(CN(C)C[C@@H]2Oc3ccc(NC(=O)C4CC4)cc3CC(=O)N([C@@H](C)CO)C[C@@H]2C)cc1,i
C[C@H]1CN([C@@H](C)CO)C(=O)Cc2cc(NC(=O)CCC(F)(F)F)ccc2O[C@@H]1CN(C)C(=O)Nc1cccc2ccccc12,i
C[C@H](CO)N1C[C@H](C)[C@H](CN(C)C(=O)NC2CCCCC2)Oc2ncc(C#Cc3ccc(F)cc3)cc2C1=O,i
C[C@@H]1CN([C@@H](C)CO)C(=O)c2cc(NC(=O)c3ccncc3)ccc2O[C@H]1CN(C)C,i
Cc1ccccc1NC(=O)CSc1nc(N)c(C#N)cc1C#N,i
C[C@H]1CN([C@@H](C)CO)C(=O)c2cc(NC(=O)NC3CCCCC3)ccc2O[C@@H]1CN(C)C(=O)Nc1cccc2ccccc12,i
C[C@H]1CN([C@@H](C)CO)C(=O)c2cccc(NC(=O)c3ccncc3)c2O[C@@H]1CN(C)CC1CC1,i
CC12CCC(C(=O)NCCN3CCOCC3)(OC1=O)C2(C)C (configuration not stated),i
C=CC[C@]12N=C(c3ccc(OCCCO)cc3)O[C@H]1c1ccccc1CN(C(=O)c1ccccc1)C2=O,i
Cc1noc(C)c1S(=O)(=O)Nc1ccc2c(c1)C(=O)N([C@@H](C)CO)C[C@@H](C)[C@@H](CN(C)C)OCCCC[C@H](C)O2,i
C[C@@H]1CN([C@@H](C)CO)C(=O)c2cccc(NC(=O)c3ccncc3)c2O[C@H]1CN(C)Cc1ccc(C(=O)O)cc1,i
C=CC(C)(C)[C@@]12C[C@H]3C(=O)N[C@H]([C@@H](C)CC)C(=O)N3[C@@H]1Nc1ccccc12,i
Cc1noc(C)c1S(=O)(=O)Nc1cccc2c1O[C@@H](CN(C)S(=O)(=O)c1cn(C)cn1)[C@@H](C)CN([C@@H](C)CO)C2=O,i
CNC[C@H]1Oc2ccc(NC(=O)c3ccncc3)cc2C(=O)N([C@H](C)CO)C[C@@H]1C,i
C[C@H](CO)N1C[C@H](C)[C@@H](CN(C)S(C)(=O)=O)Oc2ccc(NC(=O)C3CC3)cc2CC1=O,i
COc1ccc(CN(C)C[C@@H]2Oc3c(NC(=O)Nc4ccc(OC)cc4)cccc3C(=O)N([C@H](C)CO)C[C@@H]2C)cc1,i
C[C@@H]1CCCCO[C@@H](CN(C)C(=O)Nc2ccccc2)[C@H](C)CN([C@@H](C)CO)C(=O)c2cc(NC(=O)c3ccccc3)ccc2O1,i
COc1ccc(S(=O)(=O)N(C)C[C@H]2Oc3c(NC(=O)Nc4c(C)noc4C)cccc3C(=O)N([C@@H](C)CO)C[C@@H]2C)cc1,i
C[C@H](CO)N1C[C@H](C)[C@H](CN(C)C(=O)Nc2cccc3ccccc23)Oc2ccc(NS(=O)(=O)c3cccs3)cc2CC1=O,i
C[C@@H]1CN([C@@H](C)CO)C(=O)c2cc(NS(=O)(=O)c3ccccc3)ccc2O[C@H]1CN(C)C(=O)Nc1ccc(C(F)(F)F)cc1,i
C[C@H](CO)N1C[C@H](C)[C@H](CN(C)C(=O)Nc2ccnc(N3CCOCC3)c2)OCc2cn(nn2)CCCC1=O,i
O=C1CSC2=NC3(CO)Oc4ccccc4[C@H]([C@H]3CO)N12,i
C[C@H](CO)N1C[C@H](C)[C@H](CN(C)Cc2ccc3c(c2)OCO3)Oc2ccc(NC(=O)CCC(F)(F)F)cc2CC1=O,i
C[C@@H]1CCCCO[C@H](CN(C)S(=O)(=O)c2cn(C)cn2)[C@@H](C)CN([C@@H](C)CO)C(=O)c2cc(NC(=O)c3ccccc3)ccc2O1,i
Cc1noc(C)c1NC(=O)Nc1ccc2c(c1)C(=O)N([C@H](C)CO)C[C@H](C)[C@@H](CN(C)C(=O)Nc1c(C)noc1C)OCCCC[C@@H](C)O2,i
C[C@@H]1CN([C@H](C)CO)C(=O)Cc2cc(NS(=O)(=O)c3cccs3)ccc2O[C@H]1CN(C)S(=O)(=O)c1ccccc1,i
CC(C)NC(=O)N(C)C[C@@H]1OCCCC[C@@H](C)Oc2ccc(NC(=O)CCCN(C)C)cc2C(=O)N([C@H](C)CO)C[C@H]1C,i
Cc1noc(C)c1NC(=O)N(C)C[C@@H]1Oc2c(NS(=O)(=O)c3cn(C)cn3)cccc2C(=O)N([C@@H](C)CO)C[C@@H]1C,i
COc1ccc(CN(C)C[C@@H]2OCc3cnnn3CCCC(=O)N([C@H](C)CO)C[C@H]2C)cc1,i
C[C@@H]1CCCCO[C@@H](CN(C)C(=O)Nc2ccc3c(c2)OCO3)[C@H](C)CN([C@H](C)CO)C(=O)c2cc(NS(C)(=O)=O)ccc2O1,i
COc1cc(OC)cc(-c2nnc(SCc3cccc(C(=O)O)c3)o2)c1,i
Cc1nc(SC(C(=O)O)c2ccccc2)cc(-c2ccccc2)n1 (configuration not stated),i
Cc1cc(C)c(S(=O)(=O)N(C)CC(=O)O)c(C)c1,i
C[C@@H]1CCCCO[C@H](CN(C)C(=O)CCC(F)(F)F)[C@H](C)CN([C@H](C)CO)C(=O)c2cc(N(C)C)ccc2O1,i
C[C@@H]1CCCCO[C@@H](CN(C)C)[C@@H](C)CN([C@H](C)CO)C(=O)c2cc(NC(=O)CCCN(C)C)ccc2O1,i

# Molecules from the list above that contain a thiophene ring, fused or not:
canonical_smiles,NFkB binder
C[C@H](CO)N1C[C@H](C)[C@H](CN(C)S(=O)(=O)c2cccs2)Oc2ccc(NC(=O)Cn3cnnn3)cc2C1=O,i
Cc1cc(C(=O)NCCCn2ccnc2)cs1,i
C[C@@H]1CN([C@@H](C)CO)C(=O)c2cccc(NS(=O)(=O)c3ccc(Cl)cc3)c2O[C@@H]1CN(C)S(=O)(=O)c1cccs1,i
NS(=O)(=O)c1ccc(CCNC(=O)c2cc(-c3cccs3)nc3ccccc23)cc1,i
CCOC(=O)c1c(-c2ccc(C)o2)csc1NC(=O)CN1C(=O)c2ccccc2C1=O,i
C[C@H](CO)N1C[C@H](C)[C@@H](CN(C)S(=O)(=O)c2cccs2)Oc2ccc(NC(=O)C3CC3)cc2CC1=O,i
O=C(OC(C(=O)NCc1ccccc1)c1cccs1)c1ccccc1 (configuration not stated),i
C[C@H](CO)N1C[C@H](C)[C@H](CN(C)C(=O)Nc2cccc3ccccc23)Oc2ccc(NS(=O)(=O)c3cccs3)cc2CC1=O,i
C[C@@H]1CN([C@H](C)CO)C(=O)Cc2cc(NS(=O)(=O)c3cccs3)ccc2O[C@H]1CN(C)S(=O)(=O)c1ccccc1,i
